Screening results: PubChem BioAssay, several laboratories
HCV core dimer = inhibitors of HCV core protein dimerization, primary screen, biochemical, TR-FRET, high-throughput. TR-FRET GST/Flag-core106 dimerization, 1536-well. inhibition, % at 5 µM. 300,000 tested, 0.33% active;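 active = inhibition above the mean of all tested compounds plus 3 SD, set per screening campaign, cut at about 45% in these data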
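Test system: GST/Flag-tagged HCV core106 proteins; Medium: KF-containing HEPES buffer, pH 7.45, DTT, CHAPS, BSA; Times: compound-protein-antibody incubation 4 h at 22.5 °C; Detection: TR-FRET 671 and 617 nm emission; Benchmarks: wells lacking GST-core106 and wells with excess unlabelled core106.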
proCasp7 act = procaspase-7 activators, primary screen, counter-screen for procaspase-3 activator project, biochemical, absorbance, HTS, human. Caspase-7 (Homo sapiens), P55210. recombinant procaspase-7, Ac-DEVD-pNA absorbance 405 nm; D23A/D198A/D206A triple mutant, cannot self-cleave; scale: DMSO 0, 5 µM enzyme 100. AID 463210, 2010. activation, % at 8.5 µM. 330,000 tested, 0.093% active;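 active = percent activation above the screen-wide mean plus 3 SD, cut at about 25% in these data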
Target sequence (P55210 whole entry D23A/D198A/D206A): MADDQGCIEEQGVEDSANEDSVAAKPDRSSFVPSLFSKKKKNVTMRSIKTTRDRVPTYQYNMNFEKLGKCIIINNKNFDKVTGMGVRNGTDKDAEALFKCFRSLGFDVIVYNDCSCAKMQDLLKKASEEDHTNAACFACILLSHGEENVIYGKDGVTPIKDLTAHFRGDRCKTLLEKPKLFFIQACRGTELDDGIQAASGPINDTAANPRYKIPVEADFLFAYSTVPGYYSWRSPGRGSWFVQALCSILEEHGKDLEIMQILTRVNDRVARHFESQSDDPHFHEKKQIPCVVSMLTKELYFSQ
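Assay system – Uncleavable procaspase-7 mutant enzyme · Quantity – 2 µM procaspase-7 mutant as dispensed · Times – 1 h preincubation, 2 h reaction · Dosing – single nominal 8.5 µM compound dose, 0.8% DMSO final · Buffer or medium – Zinc-free 50 mM HEPES buffer, pH 7.4, with NaCl and Triton X-100 · Detection – Epi-absorbance of released pNA at 405 nm, two timepoints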
PP5 primary = PP5 phosphatase inhibitors, primary screen, biochemical, fluorescence. Serine/threonine-protein phosphatase 5 (Homo sapiens), P53041. purified PP5c, OMFP substrate fluorescence. inhibition, % at 6.7 µM. 320,000 tested, 0.18% active. AID 1987, 2009;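 active = inhibition above the campaign's mean inhibition across all tested compounds plus 3 SD, cut at about 9.5% in these data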;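 also: 0% = DMSO only and 100% = 100 µM cantharidin control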
proCasp3 act = activators of human procaspase-3 D3A mutant, primary screen, biochemical, absorbance, PC-3 D3A mutant, single concentration. 330,000 tested, 0.11% active. AID 463141, 2010. recombinant procaspase-3 D3A, Ac-DEVD-pNA absorbance 405 nm. Caspase-3 (Homo sapiens), P42574. activation, % at 8.5 µM;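 active = activation above the mean of all tested compounds plus 3 SD, cut at about 21% in these data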;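 also: 0% = DMSO alone and 100% = DMSO wells spiked with extra 5 µM PC-3 D3A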
Target sequence (P42574 whole entry D9A/D28A/D175A): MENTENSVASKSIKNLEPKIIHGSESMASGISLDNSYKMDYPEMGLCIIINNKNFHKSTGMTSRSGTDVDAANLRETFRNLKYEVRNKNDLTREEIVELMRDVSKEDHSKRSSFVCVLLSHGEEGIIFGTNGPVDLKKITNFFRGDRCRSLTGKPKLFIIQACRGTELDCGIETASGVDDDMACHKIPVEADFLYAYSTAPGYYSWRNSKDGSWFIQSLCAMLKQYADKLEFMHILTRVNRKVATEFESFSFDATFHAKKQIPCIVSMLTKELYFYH
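Compound: 8.5 µM single point, 0.8% DMSO / Material: Autoprocessing-dead procaspase-3 D3A mutant enzyme / Timing: 1 h preincubation plus 2 h reaction at 25 °C / Medium: Zinc-free HEPES/NaCl buffer with 0.01% Triton X-100 at pH 7.4 / Technique: 405 nm absorbance of p-nitroaniline, reads at 0 and 120 min / Repeats: one well per compound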
TPT1 inh = Candida albicans TPT1 enzyme inhibitors, primary screen, biochemical, fluorescence polarization | 300,000 tested, 0.81% active | inhibition, % at 5 µM | recombinant caTPT1, FP RNA substrate dephosphorylation;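 active = inhibition above the mean of all tested compounds plus 3 SD, set per screening campaign, cut at about 24% in these data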;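 also: plate controls were DMSO alone for no effect and ferristatin control at 100 nM for full effect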
GASC-1 inh = inhibitors of GASC-1 histone demethylase, primary screen, biochemical, fluorescence, DELFIA europium; GST-JMJD2C(1-420) H3K9me3 demethylation; Lysine-specific demethylase 4C (Homo sapiens), Q9H3R0; inhibition, % at 2.35 µM; 330,000 tested, 0.069% active;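 active = more than half of a compound's replicate wells show inhibition beyond 50%, single wells judged on their own value; inconclusive = some, but no more than half, of replicates pass 50% inhibition; inactive = no replicate passes 50% inhibition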;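 also: signal counts dimethyl H3K9 product captured on neutravidin plate; 0% = median of DMSO wells and 100% = 0.3 times that DMSO median; strong numbers were not always called active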
Target sequence (Q9H3R0 1-420 limits assumed): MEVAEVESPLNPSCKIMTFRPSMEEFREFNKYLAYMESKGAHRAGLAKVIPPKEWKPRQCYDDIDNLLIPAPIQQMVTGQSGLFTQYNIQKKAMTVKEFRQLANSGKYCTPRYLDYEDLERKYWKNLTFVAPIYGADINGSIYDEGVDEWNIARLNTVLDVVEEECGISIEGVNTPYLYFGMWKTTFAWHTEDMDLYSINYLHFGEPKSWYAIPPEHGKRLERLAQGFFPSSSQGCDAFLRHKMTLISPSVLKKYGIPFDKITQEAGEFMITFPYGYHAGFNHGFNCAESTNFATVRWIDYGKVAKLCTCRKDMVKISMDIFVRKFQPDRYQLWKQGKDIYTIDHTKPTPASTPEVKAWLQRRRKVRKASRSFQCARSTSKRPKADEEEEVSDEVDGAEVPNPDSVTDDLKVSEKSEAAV
PP1 inh = PP1-alpha phosphatase inhibitors, primary screen, counter-screen for PP5 inhibitor project, biochemical, fluorescence, OMFP substrate, single point. Serine/threonine-protein phosphatase PP1-alpha catalytic subunit (Homo sapiens), P62136. purified PP1alpha. inhibition, % at 6.7 µM. 320,000 tested, 0.9% active. AID 2235, 2010;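 active = inhibition above the mean inhibition of all tested compounds plus 3 SD, computed separately for each screening campaign, cut at about 15% in these data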
CTSL1 counter = Fasciola hepatica cathepsin L1 inhibitors, primary screen, counter-screen for PFM18AAP inhibitor project, biochemical, QFRET, fluorogenic peptide substrate | recombinant F. hepatica cathepsin L1, Z-Leu-Arg-MCA fluorescence | inhibition, % at 5.96 µM | 300,000 tested, 0.49% active;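 active = inhibition above the mean of all tested compounds plus 3 SD, set per screening campaign, cut at about 17% in these data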;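 also: 0% = plate median of test compound wells and 100% = 1 µM Z-Phe-Ala-diazomethylketone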
Efflux pump inh = inhibitors of Candida efflux pumps in yeast, primary screen, S. cerevisiae, Nile Red, multiplex; inhibition, % at 10 µM; 330,000 tested, 0.44% active; S. cerevisiae Candida pump triplex;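 active = plate passing quality check with inhibition over a set limit, or well fluorescence over plate mean plus 4 SD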;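 also: Nile Red retained in pooled yeast measured as flow cytometry median fluorescence; 0% = buffer negative control and 100% = Enniatin B positive control; higher means more Nile Red kept so more efflux inhibition; some compounds called inactive have numbers as strong as hits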
* marks the source's active call; other numbers are inactive results; i = inactive; ? = inconclusive; · = not tested or not shown.

(1) COC(=O)C(C)Sc1nc2c(c(=O)[nH]c(=O)n2C)n1CCCc1ccccc1 (stereo unspecified)
(2) COc1ccccc1N1CCN(C(=O)CSc2nnc(-c3ccoc3C)o2)CC1
(3) COc1ccc(NS(=O)(=O)c2ccc3oc(=O)ccc3c2)cc1
(4) COCc1c(C(=O)N/N=C/c2ccc(C)o2)nnn1-c1nonc1N
(5) CN1CCN(CC(=O)Nc2c(C(=O)c3ccccc3)oc3ccccc23)CC1
(6) COc1ccc(Cl)cc1-c1nc(SCC(N)=O)n[nH]1
(7) CCn1ncc(Br)c1C(=O)N(C)C12CC3CC(CC(C3)C1)C2
(8) CC[N+]1=C(C)C(C)(C)c2cc(C)ccc21

Screen / compound no.	1	2	3	4	5	6	7	8
HCV core dimer	5	1	-2	-2	-8	-12	4	-2
proCasp7 act	0	-9	2	1	-8	-2	6	-10
PP5 primary	1.8	2.0	1.9	2.5	1.7	-0.9	2.7	1.3
proCasp3 act	1	-3	-8	1	-6	8	-5	-3
TPT1 inh	-1	-2	2	-3	-5	0	4	17
GASC-1 inh	10	6	-6	-21	2	3	6	9
PP1 inh	-1	2	-1	-1	1	-1	1	1
CTSL1 counter	1	-1	-2	0	0	0	5	0
Efflux pump inh	0.0	0.0	0.0	-0.1	0.0	0.1	0.1	0.0

(9) CN(C(=O)Cc1c(C(=O)O)n(C)c2ccccc12)c1ccc(F)cc1
(10) CN(C)S(=O)(=O)c1cccc(C(=O)OCC(=O)NC2CCCc3ccccc32)c1 (stereo unspecified)
(11) Cc1onc(-c2ccccc2)c1C(=O)Nc1ccc(Cl)c(S(=O)(=O)N2CCOCC2)c1
(12) Cn1cccc1/C=C1\CCC/C(=C\c2cccn2C)C1=O
(13) COC(=O)CCC/C=C1/SCC(NC(=O)c2ccccc2)C1O (stereo unspecified)
(14) COn1c(=O)c(=O)n(OC)c2ccccc21
(15) CC(C)C(=O)N1CCN(c2ccccc2NC(=O)c2ccco2)CC1
(16) O=C(CCS(=O)(=O)c1ccccc1)N(CCCN1CCOCC1)c1nc2ccccc2s1

Screen / compound no.	9	10	11	12	13	14	15	16
HCV core dimer	-1	-1	·	-13	0	10	-4	-1
proCasp7 act	3	11	-2	-8	0	1	5	-2
PP5 primary	0.1	1.4	1.8	4.4	0.3	-0.5	0.2	0.8
proCasp3 act	-4	-2	5	-23	2	4	-8	1
TPT1 inh	-4	-3	·	192*	3	-3	2	-4
GASC-1 inh	-3	1	-4	?	17	14	27	1
PP1 inh	-6	0	-2	-3	0	-1	-3	-4
CTSL1 counter	-5	-5	·	8	48*	3	2	47*
Efflux pump inh	0.0	-0.2	0.0	0.3	0.1	-0.1	0.0	-0.1

(17) O=C(O)C1CCN(C(=O)COc2ccc3c(c2)oc(=O)c2ccccc23)CC1
(18) COC(=O)C1=C(C)N(CCc2ccccc2)C(=O)/C1=C\c1ccco1
(19) CCCN1C(=O)c2ccc(C(=O)Nc3cc(C)ccc3O)cc2C1=O
(20) Fc1ccccc1-c1nc2c(s1)CCc1onc(-c3ccc(Br)cc3)c1-2
(21) CCc1ccccc1N(CC(=O)N/N=C/c1ccc(OC(=O)OC)c(OC)c1)S(C)(=O)=O
(22) CC(C)c1ccc(S(=O)(=O)N2CCN(C(=O)C3CC3C)CC2)cc1 (stereo unspecified)
(23) COCc1nnc(NS(=O)(=O)c2c(C)cc(C)cc2C)s1
(24) CCOC(=O)N1CCN(C(=O)CN(C)S(=O)(=O)c2ccc(OC)c(OC)c2)CC1

Screen / compound no.	17	18	19	20	21	22	23	24
HCV core dimer	1	-1	1	-3	10	4	-1	-1
proCasp7 act	-4	-18	1	5	-9	1	9	-9
PP5 primary	2.9	1.8	1.0	-2.5	5.4	-1.0	-1.7	0.7
proCasp3 act	3	-2	-4	-5	-1	-1	7	9
TPT1 inh	1	-4	-2	-3	0	3	2	-7
GASC-1 inh	?	4	57*	1	-10	2	12	·
PP1 inh	1	1	-10	-4	5	-1	-3	1
CTSL1 counter	1	1	7	-1	-1	-3	-1	-3
Efflux pump inh	-0.2	-0.9	-0.1	0.0	0.0	0.0	-0.1	-0.1

(25) CC1(C)CC(=O)C=C(NC2CCCCC2)C1
(26) O=C(CN1CCCCC1)N1CCCc2ccccc21
(27) Cc1ccc2oc(=O)c(/C=C(\O)CC(C)C)nc2c1
(28) COc1ccccc1NC(=O)N1CCCC1C(=O)Nc1ccc2c(c1)OCCO2 (stereo unspecified)
(29) COc1ccccc1/C=C/C(=O)NCC(=O)N/N=C/c1ccc(C(=O)O)cc1
(30) Cc1cccc(NC(=O)C2CC3CCC2C3)c1C (stereo unspecified)
(31) COc1ccc(C(=O)NC(=O)COC(=O)c2ccc(C)o2)cc1
(32) CCc1ccc(S(=O)(=O)Nc2c(C)n(C)n(-c3ccccc3)c2=O)cc1

Screen / compound no.	25	26	27	28	29	30	31	32
HCV core dimer	-5	-3	-9	-1	-2	-2	·	-12
proCasp7 act	-9	4	-16	-7	10	2	-4	14
PP5 primary	-1.6	1.3	3.2	4.4	-0.1	1.0	4.4	2.4
proCasp3 act	1	-6	-1	5	-1	-1	0	3
TPT1 inh	-2	-3	3	3	-3	4	·	-3
GASC-1 inh	1	7	4	-11	88	-3	-15	30
PP1 inh	0	-5	1	1	-3	-8	1	-3
CTSL1 counter	1	-5	-3	-1	3	0	·	-5
Efflux pump inh	0.1	-0.1	0.1	0.2	-0.1	0.1	0.2	-0.1

(33) COc1ccccc1S(=O)Cc1ccc(C(=O)NCCc2ccc(Cl)cc2)o1 (stereo unspecified)
(34) COc1ccccc1N(C)S(=O)(=O)c1ccc(C(=O)OCC(=O)NCC(F)(F)F)cc1
(35) COc1cccc(NC(=O)C(OC(=O)/C=C/c2ccc3c(c2)OCO3)c2ccccc2)c1 (stereo unspecified)
(36) O=C(Nc1ccc2c(c1)OCO2)Nc1ccccn1
(37) Cc1c(C(=O)Nc2c(C)n(C)n(-c3ccccc3)c2=O)oc2ccc(Cl)cc12
(38) CS(=O)(=O)N1CCCC(C(=O)N2CCOCC2)C1 (stereo unspecified)
(39) Cc1nn(-c2ccccc2)c(Cl)c1/C=C1\SC(=S)NC1=O
(40) COC(=O)c1ccccc1S(=O)(=O)Nc1ccc(OC)nc1

Screen / compound no.	33	34	35	36	37	38	39	40
HCV core dimer	1	1	14	0	-7	2	13	2
proCasp7 act	-14	4	6	-6	-8	3	-2	2
PP5 primary	1.0	-2.1	2.0	-0.6	-0.1	3.2	2.6	1.9
proCasp3 act	-6	-3	6	-18	0	3	-7	2
TPT1 inh	1	-1	0	-4	-1	-2	14	0
GASC-1 inh	1	-4	10	i	5	2	-5	18
PP1 inh	-5	-2	1	0	-3	1	9	-33
CTSL1 counter	1	0	-6	1	1	1	0	1
Efflux pump inh	0.2	-0.1	0.0	-0.2	-0.1	0.0	0.0	0.1

(41) Cc1cc(C)cc(NC(=O)CCC(=O)Nc2nnc(C(F)(F)F)s2)c1
(42) CCN(CC)CCOC(=O)c1cccc2c1-c1ccccc1C2O (stereo unspecified)
(43) Cc1c(C(=O)NCC2COc3ccccc3O2)oc2ccc(S(=O)(=O)N3CCOCC3)cc12 (stereo unspecified)
(44) CC(=O)CCCC(NS(=O)(=O)CCC(Cl)(Cl)Cl)c1ccccc1 (stereo unspecified)
(45) C=CCNC(=O)/C(=C\c1ccco1)NC(=O)c1ccco1
(46) C=CCn1c(-c2cccc(OCC)c2)n[nH]c1=S
(47) COc1cc(C)nc(N2CCCC(C(=O)Nc3cc(Cl)ccc3OC)C2)n1 (stereo unspecified)
(48) O=[N+]([O-])c1cccc(C2=NCCC(c3ccccc3)O2)c1 (stereo unspecified)

Screen / compound no.	41	42	43	44	45	46	47	48
HCV core dimer	-2	-3	-2	-1	-6	6	2	-15
proCasp7 act	3	7	2	-4	1	-9	7	-1
PP5 primary	-0.3	1.1	3.9	0.9	-0.1	1.9	0.3	-5.1
proCasp3 act	-2	-4	-1	1	-1	-9	8	2
TPT1 inh	1	2	-3	-3	-5	1	-3	0
GASC-1 inh	5	-2	-4	-14	-8	-13	11	-13
PP1 inh	5	-7	0	2	-5	-1	1	7
CTSL1 counter	0	0	-2	4	-2	-3	3	0
Efflux pump inh	0.0	0.2	-0.3	0.0	-0.1	-0.1	0.1	-0.1

Compound profiles, as listed above.
C=CCn1c(-c2cccc(OCC)c2)n[nH]c1=S is listed with HCV core dimer: 6; proCasp7 act: -9; PP5 primary: 1.9; proCasp3 act: -9; TPT1 inh: 1; GASC-1 inh: -13; PP1 inh: -1; CTSL1 counter: -3; Efflux pump inh: -0.1
CCN(CC)CCOC(=O)c1cccc2c1-c1ccccc1C2O (stereo unspecified) is listed with HCV core dimer: -3; proCasp7 act: 7; PP5 primary: 1.1; proCasp3 act: -4; TPT1 inh: 2; GASC-1 inh: -2; PP1 inh: -7; CTSL1 counter: 0; Efflux pump inh: 0.2

The list goes on:
(49) CN(CC(=O)Nc1ccccc1Cl)C(=O)COC(=O)Cc1ccc(F)cc1
(50) O=C(NCCN1CCOCC1)c1cc(-c2cccs2)nc2ccccc12
(51) O=C(NCc1cccnc1)c1ccc(-c2cc3ccccc3oc2=O)cc1
(52) COc1ccc(O)c(/C=N/N=C/c2cccc([N+](=O)[O-])c2)c1
(53) Cn1c(SCC(=O)NCc2ccc(F)cc2)nc2ccccc21
(54) COC(C(=O)Nc1cc([N+](=O)[O-])ccc1C)c1ccccc1 (stereo unspecified)

Screen / compound no.	49	50	51	52	53	54
HCV core dimer	0	-1	-2	1	-5	-1
proCasp7 act	1	0	-1	0	11	5
PP5 primary	0.6	4.3	0.3	-0.6	1.9	-0.2
proCasp3 act	8	-5	-9	1	11	2
TPT1 inh	-2	-2	1	1	0	-1
GASC-1 inh	17	-1	3	-1	6	-3
PP1 inh	0	-5	-1	0	0	-3
CTSL1 counter	-1	3	4	-1	-3	-3
Efflux pump inh	2.5	-0.2	-0.1	0.1	-0.2	-0.1
